TEAD-YAP inh = TEAD-YAP interaction inhibition. HEK-TIYL cells, TEAD-Gal4/YAP UAS-luciferase luminescence. inhibition, % at 9.12 µM. hit rate 1.4% among 640,000. AID 1259422; in the data active means inhibition above about 32%;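 further: 0% = median of test compound wells and 100% = reference inhibitor wells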
FBW7 activator = human FBW7 E3 ligase activation, primary screen. Q969H0. AlphaScreen FBW7–phospho-cyclin E peptide binding, activator screen. hit rate 0.13% among 650,000. normalized activity (activation), % at 26.1 µM. AID 1259310; in the data active means normalized activity above about 1.9%;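 further: purified mutant Fbw7 with reduced substrate affinity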
GPR151 ag = activates the human receptor GPR151; AID 1508602; Q8TDV0; activation, % at 11.2 µM; hit rate 1% among 650,000; PathHunter beta-arrestin GPR151 cells, luminescence; in the data active means activation above about 4.9%;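 further: 0% = median of compound wells and 100% = cells with positive control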
Target sequence (Q8TDV0 whole entry, looked up): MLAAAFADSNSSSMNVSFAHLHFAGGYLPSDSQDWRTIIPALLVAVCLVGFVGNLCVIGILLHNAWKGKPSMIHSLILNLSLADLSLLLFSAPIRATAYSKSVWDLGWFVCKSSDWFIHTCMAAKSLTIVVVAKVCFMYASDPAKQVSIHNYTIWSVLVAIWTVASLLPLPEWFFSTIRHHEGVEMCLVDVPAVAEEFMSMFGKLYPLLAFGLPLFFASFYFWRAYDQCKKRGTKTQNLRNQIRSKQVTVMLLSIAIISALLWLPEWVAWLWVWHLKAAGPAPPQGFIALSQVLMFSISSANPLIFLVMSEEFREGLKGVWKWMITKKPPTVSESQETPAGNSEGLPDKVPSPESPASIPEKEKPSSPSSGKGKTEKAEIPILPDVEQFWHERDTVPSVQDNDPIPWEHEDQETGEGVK
MITF inh = human MITF inhibition, primary screen; O75030; AlphaScreen MITF homodimerization, bead proximity signal; inhibition, % at 2.6 µM; hit rate 0.91% among 650,000; AID 1259374; in the data active means inhibition above about 50%;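 further: 0% = vehicle wells with protein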
Target sequence (O75030 whole entry, looked up): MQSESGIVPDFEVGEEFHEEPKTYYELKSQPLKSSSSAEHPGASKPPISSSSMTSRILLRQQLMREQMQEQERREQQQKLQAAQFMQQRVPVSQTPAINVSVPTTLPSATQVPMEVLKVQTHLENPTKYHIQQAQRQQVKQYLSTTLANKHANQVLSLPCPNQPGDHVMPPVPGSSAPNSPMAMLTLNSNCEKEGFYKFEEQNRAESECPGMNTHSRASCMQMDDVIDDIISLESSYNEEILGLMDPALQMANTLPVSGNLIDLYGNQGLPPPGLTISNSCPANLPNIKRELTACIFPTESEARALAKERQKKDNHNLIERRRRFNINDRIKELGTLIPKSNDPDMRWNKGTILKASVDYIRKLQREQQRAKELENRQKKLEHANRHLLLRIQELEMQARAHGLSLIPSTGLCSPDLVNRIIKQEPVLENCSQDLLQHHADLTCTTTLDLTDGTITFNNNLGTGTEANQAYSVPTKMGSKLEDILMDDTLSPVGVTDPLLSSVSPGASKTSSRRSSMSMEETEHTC
* hit, by the source's call.

Order of results: TEAD-YAP inh	FBW7 activator	GPR151 ag	MITF inh
#1 CC(C)N(Cc1ccccc1)CN1C(=O)C2(OCCCO2)c2ccccc21
→ -1	-0.1	0.8	-6
#2 COc1cc2c(cc1OC)C(COc1ccc(C(C)C)cc1)N(C(=O)c1ccc3c(c1)OCO3)CC2 (configuration not stated)
→ 0	-0.1	-0.7	6
#3 O=C(CSc1nc2ccccc2o1)Nc1nnc(-c2ccccc2)s1
→ -24	-0.1	1.7	3
#4 COC(=O)C(C)n1cnc2sc(C)c(-c3ccc(C)c(C)c3)c2c1=O (configuration not stated)
→ 0	0.3	-0.4	9
#5 CC(NC(=O)c1cc[n+](C)cc1)C1CC2CCC1C2 (configuration not stated)
→ -10	0.7	-0.1	9
#6 CCCOc1ccc(-c2nc(Oc3ccccc3)c3ccccc3n2)cc1
→ -14	-0.1	0.6	4
#7 Cc1cc(C)n(CC2CCN(C(=O)c3ccccc3-n3cnnn3)CC2)n1
→ -8	0.0	0.5	-4
#8 CC(C)(C)C(=O)Nc1nnc(-c2ccco2)s1
→ -72	1.0	0.9	15
#9 CCCCOc1ccc(C(=O)N/C(=C/c2ccc(N(C)C)cc2)C(=O)Nc2ccc(Br)c(C)c2)cc1
→ 3	0.0	-0.2	11
#10 CCN(CC)CCn1c2c(c(SCC(=O)N3CCc4ccccc43)nc1=O)CCC2
→ -1	0.0	0.9	0
#11 Nc1nnnn1CC(=O)OCC(=O)Nc1ccccc1
→ -1	-0.1	-0.8	-6
#12 CC1(C)Oc2ccc(C(=O)Nc3ccccc3)cc2N(CC#N)C1=O
→ -24	0.2	0.4	1
#13 COC(=O)c1ccc(-c2cc(C(=O)O)c3c(-c4ccc(OC)cc4)[nH]nc3n2)cc1
→ -3	-0.1	-0.4	-8
#14 O=C(CNc1ccccc1)N/N=C/c1c[nH]c2ccccc12
→ 3	0.0	-0.6	-1
#15 NC(=O)c1ccc(NC(=O)COC(=O)c2ccc(Br)o2)cc1
→ 0	-0.2	-0.1	1
#16 CCOc1ccccc1NC(=O)c1cccc2c1C(=O)N(C1CCCCC1)C2
→ 13	0.1	0.8	11
#17 Cc1ccc(OCC(=O)Nc2ccc(C(=O)Nc3cccc(O)c3)cc2)cc1C
→ 8	0.0	1.4	-10
#18 Cn1c(SCC(=O)Nc2ccc(N3CCOCC3)c(Cl)c2)nnc1-c1ccccc1
→ 22	1.5	-2.7	18
#19 COc1cccc(C2C(C(=O)Nc3ccc(C)cn3)=C(C)NC3=C2C(=O)CCC3)c1OC (configuration not stated)
→ 10	-0.1	0.6	2
#20 COc1ccc([C@@H]2CN(C(=O)c3n[nH]c4c3CCC4)C[C@H]2C(=O)O)cc1
→ 6	-0.1	-1.2	-2
#21 S=C(NCc1ccccc1)N/N=C1\CC2CC=CC12 (configuration not stated)
→ -12	0.0	-0.6	13
#22 Cc1cccc(Nc2c(C(=O)N3CCOCC3)cnc3ccccc23)c1
→ -4	0.2	3.6	-19
#23 c1ccc(CSc2ncn[nH]2)nc1
→ -7	-0.2	-0.1	5
#24 O=C(CCc1nnc(Cc2cccc(C(F)(F)F)c2)o1)NCC1CCOCC1
→ 4	0.1	-0.5	7
#25 FC(F)(F)c1nnc2ccc(NCn3nnc4ccccc43)nn12
→ -5	0.1	2.4	5
#26 Cc1ccc(S(=O)(=O)N2CCN(CC(=O)Nc3cc(Cl)ccc3C)CC2)cc1C
→ 3	0.3	4.3	53*
#27 C[C@H](O)[C@H]1NC(=O)[C@@H]2C[C@H](NC(=O)Nc3ccccc3C(F)(F)F)CN2C1=O
→ 13	-0.2	3.8	8
#28 CC12CCC(C(=O)Nc3ccc(Cl)cc3Cl)(CC1=O)C2(C)C (configuration not stated)
→ -5	1.1	1.6	23
#29 Cc1ccc(OCc2nnc(SCC(=O)N3CCc4ccccc43)n2N)cc1C
→ 7	-0.1	-1.5	8
#30 O=C(Nc1c2c(nn1-c1ccc([N+](=O)[O-])cc1)CSC2)c1cc(Cl)ccc1Cl
→ 12	0.0	0.7	0
#31 COc1ccccc1CNc1ccc2c(c1)ncn2-c1ccccc1OC
→ 1	-0.5	-1.0	13
#32 COC(=O)C1CCCCN1C(=O)CCC1(Cc2ccco2)CCC(=O)N1 (configuration not stated)
→ 0	0.0	-0.8	7
#33 Cc1ccc2nc(-c3ccc(Cl)cc3)cc(C(=O)Nc3ccccc3C)c2c1
→ 0	0.5	0.5	2
#34 Cc1cc(C)c2nc3sc(C(=O)Nc4c(C)[nH]c(=O)[nH]c4=O)c(N)c3cc2c1
→ 0	-0.1	0.9	-6
#35 CCCCOc1ccc(NC(=O)C(C)(C(F)(F)F)C(F)(F)F)cc1
→ -4	-0.1	-0.6	5
#36 CS(=O)(=O)N1CCCc2ccccc21
→ 8	-0.1	-0.3	-2
#37 CC(C)(C)c1ccc(S(=O)(=O)Nc2ccccc2[N+](=O)[O-])cc1
→ -4	-0.1	0.6	10
#38 CC(C)CC(C(=O)Nc1cccc([N+](=O)[O-])c1)N1C(=O)c2ccccc2C1=O (configuration not stated)
→ 7	-0.1	16*	16
#39 O=C(Nc1ccc(Cl)c(-c2nc3ccccc3o2)c1)c1ccc([N+](=O)[O-])o1
→ 14	-0.1	0.6	-1
#40 CC(C)=NOC(=O)Nc1ccc([N+](=O)[O-])cc1
→ 0	0.0	1.1	-1
#41 Cc1cc(C(F)F)n2nc(C(=O)N3CC[C@@H](c4ccccc4)[C@H](O)C3)nc2n1
→ -11	0.0	-0.4	-4
#42 CCOC(=O)c1c(-c2ccccc2)csc1NC(=O)c1scc2c1OCCO2
→ 9	0.2	-1.4	9
#43 CC(=O)Nc1ccc(C(=O)NCC(=O)OCc2cccc([N+](=O)[O-])c2)cc1
→ -9	0.0	0.6	15
#44 O=C(Nc1c2c(nn1-c1cccc(Cl)c1)CS(=O)C2)c1ccc(Cl)cc1Cl (configuration not stated)
→ -6	-0.1	0.3	-5
#45 COc1ccc(/C(O)=C2/C(=O)C(=O)N(Cc3cccnc3)C2c2ccc(C(C)(C)C)cc2)cc1 (configuration not stated)
→ -2	0.1	0.4	-4
#46 CCCCSC1=C(C#N)C(c2ccc(OC)cc2)C2=C(CC(C)(C)CC2=O)N1 (configuration not stated)
→ -1	0.0	1.8	-7
#47 CN(C(=O)c1ccsc1)C(Cc1ccccc1)C1CCN(C(=O)c2cnsn2)CC1 (configuration not stated)
→ -45	0.1	0.1	-2
#48 COCCNC(=O)c1nn2c(c1Br)NC(c1ccccc1)CC2C(F)(F)F (configuration not stated)
→ -8	0.1	0.5	-6
#49 Cc1cc2c(cc1C)N(C(=O)COc1ccc(Cl)cc1)C(C)(C)c1ssc(=S)c1-2
→ -19	-0.6	-0.2	26
#50 COCCCNC(=O)CCCN1C(=O)COc2ccc(C)cc21
→ 8	0.1	0.7	8
#51 CCOC(=O)C1=C(CC)NC2=C(C(=O)CC(C)(C)C2)C1c1ccc([N+](=O)[O-])cc1 (configuration not stated)
→ 5	-0.1	0.3	7
#52 FC(F)(F)c1ccc(Cn2cnc3c(NCc4ccccc4)nc(N4CCc5ccccc5C4)nc32)cc1
→ -2	0.8	-1.3	14
#53 COc1ccc(C(=O)NC(C)c2nnc(SCCC(=O)Nc3ccccc3)n2C)cc1 (configuration not stated)
→ 4	-0.1	0.8	4
#54 COc1ccc(-c2nc(Nc3ccc(N4CCOCC4)cc3)c3ncn(-c4ccsc4)c3n2)cc1
→ 38*	0.4	1.7	3
#55 CC(C)CNS(=O)(=O)N(C)C
→ -1	0.3	-0.5	3
#56 CCOc1ccc(C(=O)C(C)OC(=O)c2ccc(OC)cc2OC)cc1 (configuration not stated)
→ 3	0.2	2.4	5
#57 C/C(CCc1ccccc1)=N/NC(=O)CCC(=O)Nc1ccc(Br)cc1
→ 8	0.0	-1.5	3
#58 CCCc1ccc(C(=O)C(C)OC(=O)C2=NNC(=O)CC2)cc1 (configuration not stated)
→ 3	0.0	-0.6	10
#59 COc1cccc2cc(C(=O)N(Cc3ccc(F)cc3)CC3CCCO3)c(=O)oc12 (configuration not stated)
→ -11	0.3	2.1	18
#60 CC(C)CN(C(=O)c1cccc(I)c1)C1CCS(=O)(=O)C1 (configuration not stated)
→ -11	-0.1	-1.0	-3

Next section:
Order of results: TEAD-YAP inh	FBW7 activator	GPR151 ag	MITF inh
#61 CN1CCCN(C(=O)C2CC23CCN(Cc2ccc(F)cc2)CC3)CC1 (configuration not stated)
→ 8	0.1	-0.8	9
#62 COc1ccc(/C=C/C(=O)NC2CCCCCCCCCCC2)cc1
→ 7	-0.1	0.7	4
#63 C=CCn1c(=O)c2ccccc2n2c(SC(C)C(C)=O)nnc12 (configuration not stated)
→ -6	0.0	-1.8	-9
#64 CCc1ccc(NC(=O)CCN2C(=O)c3ccncc3C2=O)cc1
→ -5	0.0	-0.4	-8
#65 CCOC(=O)/C=C1\CCC=C1N1CCOCC1
→ -4	0.1	-1.7	-6
#66 COC(=O)c1csc(S(=O)(=O)NC2CCCCNC2=O)c1OC (configuration not stated)
→ -4	-0.1	1.8	14
#67 COc1ccc(S(=O)(=O)N(C)C2CCS(=O)(=O)C2)cc1Br (configuration not stated)
→ -3	-0.1	0.4	-1
#68 CCCn1cnc2c1c(=O)[nH]c(=O)n2C
→ 1	0.0	-0.4	3
#69 O/N=C/c1nc(-c2ccccc2Cl)n2ccccc12
→ -7	0.0	1.5	6
#70 CCOC(=O)c1c(NC(=O)c2noc3c2CCCC3)sc(C)c1C
→ -3	0.0	0.5	-8
#71 COc1ccc(C(c2ccccn2)N(C)C(=O)C2CCN(C(=O)c3ccno3)CC2)cc1 (configuration not stated)
→ 11	0.5	1.3	15
#72 Cc1ccc(/C(O)=C2\C(=O)C(=O)N(c3nc4ccccc4s3)C2c2ccc(F)cc2)cc1 (configuration not stated)
→ -12	-0.2	3.5	-4
#73 Cc1cc(-c2cnc(N3CCCC3)nc2C2CCN(C(=O)C3CC3)CC2)on1
→ -15	0.7	0.6	-1
#74 Cc1ccc(NC(=O)COc2ccccc2)c(NC(=O)C2CC2)c1
→ 4	0.1	-0.4	12
#75 Cc1ccc(N(CC(=O)NCC2CCCO2)C(=O)CCC(=O)Nc2ccccn2)cc1C (configuration not stated)
→ 5	0.3	1.3	-6
#76 COc1ccc2nc(SCc3cccnc3)c(C#N)cc2c1
→ -6	0.0	-0.1	0
#77 CSCCC(NC(=O)/C(=C/c1cccc([N+](=O)[O-])c1)NC(=O)c1ccco1)C(=O)O (configuration not stated)
→ 4	-0.1	-0.8	-3
#78 COCCN(CCOC)S(=O)(=O)c1ccc(C(=O)Nc2nnc(-c3cccc([N+](=O)[O-])c3)s2)cc1
→ -6	-0.1	-0.4	8
#79 CCOCCCNC(=O)/C(C#N)=C/c1c(Oc2ccccc2F)nc2ccccn2c1=O
→ -3	-0.1	-6.3	-8
#80 CCOc1ccccc1N1CCN(CC(=O)Nc2ccc3c(c2)CCC3)CC1
→ 8	-0.2	1.1	-2
#81 COc1ccccc1C1C(C(=O)/C=C/c2ccccc2)=C(O)C(=O)N1CCCCCC(=O)O (configuration not stated)
→ 11	0.2	-1.9	5
#82 COc1ccc(CCNC(=O)CCCCCn2c(=S)[nH]c3ccsc3c2=O)cc1OC
→ -5	0.0	-1.1	-11
#83 CCOCCCNC(=O)CC(c1ccccc1)c1ccccc1O (configuration not stated)
→ 10	-0.1	0.5	-21
#84 CC1=C(C(=O)OCCc2ccccc2)C(c2ccc(Cl)cc2Cl)NC(=O)N1 (configuration not stated)
→ 14	-0.1	0.6	3
#85 CN1C(=S)SC(/[N+]([O-])=C/c2cccc([N+](=O)[O-])c2)C1(C)C (configuration not stated)
→ -1	0.3	-1.2	12
#86 CC(C)(C)NC(=O)C1CCC(C)(C(=O)O)C1(C)C (configuration not stated)
→ 11	-0.1	0.4	8
#87 CCCC/C(C)=N/NC(=O)CSCc1ccccc1Cl
→ 4	0.2	0.3	-3
#88 CCOc1ccc(S(=O)(=O)N(CC(=O)Nc2ccccc2CC)c2ccccc2)cc1
→ 1	-0.1	0.8	4
#89 O=C(Nc1ccc(S(=O)(=O)NC2CCCCC2)cc1)NC1CCCCC1
→ 1	-0.1	0.0	1

Part of the list above, with tabs.
No.	SMILES	TEAD-YAP inh	FBW7 activator	GPR151 ag	MITF inh
53	COc1ccc(C(=O)NC(C)c2nnc(SCCC(=O)Nc3ccccc3)n2C)cc1 (configuration not stated)	4	-0.1	0.8	4
54	COc1ccc(-c2nc(Nc3ccc(N4CCOCC4)cc3)c3ncn(-c4ccsc4)c3n2)cc1	38*	0.4	1.7	3
55	CC(C)CNS(=O)(=O)N(C)C	-1	0.3	-0.5	3
56	CCOc1ccc(C(=O)C(C)OC(=O)c2ccc(OC)cc2OC)cc1 (configuration not stated)	3	0.2	2.4	5
57	C/C(CCc1ccccc1)=N/NC(=O)CCC(=O)Nc1ccc(Br)cc1	8	0.0	-1.5	3
58	CCCc1ccc(C(=O)C(C)OC(=O)C2=NNC(=O)CC2)cc1 (configuration not stated)	3	0.0	-0.6	10
59	COc1cccc2cc(C(=O)N(Cc3ccc(F)cc3)CC3CCCO3)c(=O)oc12 (configuration not stated)	-11	0.3	2.1	18
60	CC(C)CN(C(=O)c1cccc(I)c1)C1CCS(=O)(=O)C1 (configuration not stated)	-11	-0.1	-1.0	-3
61	CN1CCCN(C(=O)C2CC23CCN(Cc2ccc(F)cc2)CC3)CC1 (configuration not stated)	8	0.1	-0.8	9
62	COc1ccc(/C=C/C(=O)NC2CCCCCCCCCCC2)cc1	7	-0.1	0.7	4
63	C=CCn1c(=O)c2ccccc2n2c(SC(C)C(C)=O)nnc12 (configuration not stated)	-6	0.0	-1.8	-9
64	CCc1ccc(NC(=O)CCN2C(=O)c3ccncc3C2=O)cc1	-5	0.0	-0.4	-8
65	CCOC(=O)/C=C1\CCC=C1N1CCOCC1	-4	0.1	-1.7	-6
66	COC(=O)c1csc(S(=O)(=O)NC2CCCCNC2=O)c1OC (configuration not stated)	-4	-0.1	1.8	14
67	COc1ccc(S(=O)(=O)N(C)C2CCS(=O)(=O)C2)cc1Br (configuration not stated)	-3	-0.1	0.4	-1
